NTMT1 inh – blocks human N-terminal methyltransferase 1 activity; Q9BV86; AID 1645870; 59,000 compounds, 2.5% hits; Potency, µM (doses to about 114 µM), without a hit: at the highest dose activity change, negative = inhibition, actives largely listed as inhibitors; NTMT1 MTase-Glo SAH luminescence, purified enzyme;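 further: plate controls were DMSO vehicle for no effect and no enzyme for full effect; nearly all actives have a fitted effect of over 65% in size; many of its hits are not listed in these tables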
Target sequence (Q9BV86 whole entry, looked up): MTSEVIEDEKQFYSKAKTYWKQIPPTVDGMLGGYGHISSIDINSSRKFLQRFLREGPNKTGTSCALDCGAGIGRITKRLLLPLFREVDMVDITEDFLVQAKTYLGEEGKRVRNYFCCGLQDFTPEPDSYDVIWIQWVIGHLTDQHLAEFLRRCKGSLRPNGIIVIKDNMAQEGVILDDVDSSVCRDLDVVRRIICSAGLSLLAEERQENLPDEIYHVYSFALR
FH mod – Identification of activators of human fumarate hydratase by quantitative high-throughput screening; FH coupled MDH/diaphorase resazurin fluorescence, 15 min; Fumarate hydratase, mitochondrial (Homo sapiens), P07954; 54,000 compounds, 0.22% hits; AID 1347055, 2019; Potency, µM (top dose mostly 79.9 µM), without a hit: top-dose activity change, negative = inhibition, actives largely listed as inhibitors; further: the screen sought activators but most active calls are inhibition curves; nearly all actives have a fitted effect of over 45% in size
Target sequence (P07954 whole entry, looked up): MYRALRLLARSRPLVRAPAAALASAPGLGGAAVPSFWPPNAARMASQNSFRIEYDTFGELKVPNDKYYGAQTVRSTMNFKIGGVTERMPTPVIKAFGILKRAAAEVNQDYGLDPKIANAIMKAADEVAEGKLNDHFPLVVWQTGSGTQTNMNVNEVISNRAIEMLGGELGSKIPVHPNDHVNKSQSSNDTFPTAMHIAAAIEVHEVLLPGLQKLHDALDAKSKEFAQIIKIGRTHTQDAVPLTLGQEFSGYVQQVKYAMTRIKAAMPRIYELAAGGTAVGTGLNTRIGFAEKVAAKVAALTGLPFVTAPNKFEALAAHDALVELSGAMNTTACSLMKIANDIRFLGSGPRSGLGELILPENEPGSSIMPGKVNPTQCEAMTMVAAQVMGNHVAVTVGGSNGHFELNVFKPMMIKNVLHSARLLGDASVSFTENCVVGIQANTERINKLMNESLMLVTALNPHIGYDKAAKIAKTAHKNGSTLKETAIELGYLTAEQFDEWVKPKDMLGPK
Numbers without * were called inactive; ? = inconclusive; & = joins results of further samples; [ ] = dose if it differs, or a comment. The call rests on the fitted dose curve; in most records, active means well fitted curve in the direction sought with a large enough effect; inconclusive means small, poorly fitted or top-dose-only effect, or another doubt; inactive means no such curve, though single readings can be large; an effect the other way counts as inactive or inconclusive. Unless noted, on the % scale 0 is the no-effect control and ±100 the full control effect; potency means the concentration at half of the fitted maximal effect. This is a subset; the hit share may differ from the screen's.

Sequence of screens: NTMT1 inh | FH mod
> C[C@@H]1C[C@@H](O)[C@@]23CO[C@]2(CO)CCC[C@@H]3[C@@]12C[C@@H](c1ccoc1)OC2=O
→ 1.0%[29.8 µM] | -12.1%[53.3 µM]
> Cn1cc(-c2cnn3c(N)c(Br)c(C4CCCNC4)nc23)cn1 (stereo unspecified)
→ ? | ?
> C=C1C(=O)OC2C=C(C)CCC=C(C)CCC12 (stereo unspecified)
→ 6.0%[57.5 µM] | 13.2%[53.3 µM]
> CC1CCC2C(C)(C)CC(C)(CO)C2(O)C1C(=O)O (stereo unspecified)
→ 10.1%[57.5 µM] | 7.3%
> CC(C)(C)c1cc(NC(=O)Nc2ccc(-c3cn4c(n3)sc3cc(OCCN5CCOCC5)ccc34)cc2)no1
→ 13.1% | -14.3%
> CC1(C)S[C@@H]2[C@H](NC(=O)[C@H](N)c3ccccc3)C(=O)N2[C@H]1C(=O)O
→ -3.2%[57.5 µM] | -4.5%[53.3 µM]
> CCN(CC)CCCCNc1ncc2cc(-c3cc(OC)cc(OC)c3)c(NC(=O)NC(C)(C)C)nc2n1
→ ? | 6.3%
> CC1CCC2(OC1)OC1CC3C4CCC5C[C@@H](O[C@@H]6O[C@H](CO[C@@H]7OC[C@@H](O)[C@H](O)[C@H]7O)[C@H](O)[C@H](O)[C@H]6O)CC[C@]5(C)C4CC[C@]3(C)C1C2C (stereo partly specified)
→ 8.3%[12.6 µM] | ?
> CC(C)(C)NCC(O)COc1cccc2c1CCCC2=O (stereo unspecified)
→ -3.9%[57.5 µM] | 1.7%
> COc1cc2nc(=NC(=O)c3cccnc3)n3c(c2cc1OC)NCC3
→ -1.1%[57.5 µM] | 1.1%
> CC(C)CCCC(C)N (stereo unspecified)
→ 24.2%[57.5 µM] | -9.8%[53.3 µM]
> Cc1cc(-c2cc(OC(=O)c3ccccc3)ccc2Cl)cc2nnc(Nc3ccc(OCCN4CCCC4)cc3)nc12
→ -2.8%[29.8 µM] | 8.8%[53.3 µM]
> CC1(C)CC2C(O)C3=C(CC(C)(O)C2C1)C(=O)OC3 (stereo unspecified)
→ 4.1%[57.5 µM] | 5.4%
> C=C1CCC2C(C)(C(=O)O)CC(O)CC2(C)C1CC/C(C)=C/C(=O)O (stereo unspecified)
→ 3.0%[29.8 µM] | 6.1%[53.3 µM]
> CC(C)(C)C(=O)Oc1ccc2c(c1)nc(NC(=O)c1cccc([N+](=O)[O-])c1)n2CCCO
→ -25.5%[57.5 µM] | -10.5%[53.3 µM]
> CCOc1ccccc1OCC1CNCCO1 (stereo unspecified)
→ -22.1%[57.5 µM] | -3.9%[53.3 µM]
> CN1C(C)(C)CCCC1(C)C
→ ? | ?
> COc1ccc2c(c1)CC[C@@H](CN(C)CC(=O)O)[C@H]2c1ccccc1
→ ? | 4.3%
> CC(C)(C)C1CCN(C(=O)n2ncc(C(O)(c3ccccc3)c3ccccc3)n2)CC1
→ 4.0%[57.5 µM] | -23.1%
> COc1cc(CO)ccc1O[C@@H]1O[C@H](CO)[C@@H](O)[C@H](O)[C@H]1O
→ 3.5%[29.8 µM] | ?

Additional records follow.
Sequence of screens: NTMT1 inh | FH mod
> C=C1CCC2C(C(C)(C)O)CCC2(C)CC(O)C(=C)CCC1O (stereo unspecified)
→ 8.6%[29.8 µM] | 5.6%[53.3 µM]
> N[C@@H](COP(=O)(O)O)C(=O)O
→ 28.3%[29.8 µM] | -10.6%[53.3 µM]
> Cc1cc2cc3c(C)cc(=O)oc3c(C)c2o1
→ 9.0% | 0.0%&6.7%[53.3 µM]
> Cc1cc(C)c(/C=C2\C(=O)Nc3ccc(Cl)cc32)[nH]1
→ -12.5% | 2.2%
> COc1cnc(-n2cnc(C)n2)c2[nH]cc(C(=O)C(=O)N3CCN(C(=O)c4ccccc4)CC3)c12
→ 1.5%[57.5 µM] | 5.3%
> C/C=C1\[C@H]2C=C(C)C[C@]1(N)c1ccc(=O)[nH]c1C2
→ -11.9%[57.5 µM] | -0.6%[53.3 µM]
> CCC[C@@H](C=O)NC(=O)[C@H](CC(C)C)NC(=O)[C@H](CC(C)C)NC(=O)OCc1ccccc1
→ 4.6% | -6.1%[53.3 µM]
> C/C1=C\CCC(C)CCO[C@@H]2O[C@H](CO[C@@H]3OC[C@H](O)[C@H](O)[C@H]3OC1=O)[C@@H](O)[C@H](O)[C@H]2O (stereo partly specified)
→ -2.8%[29.8 µM] | 0.8%[53.3 µM]
> CC(/C=C/C1(O)C2(C)COC1(C)CC(=O)C2)O[C@@H]1O[C@H](CO)[C@@H](O)[C@H](O)[C@H]1O (stereo partly specified)
→ 8.3%[29.8 µM] | 0.5%[53.3 µM]
> CNc1ncc2cc(-c3cc(NC(=O)NCCC(C)(C)C)c(F)cc3C)c(C)nc2n1
→ 3.9% | 21.1%
> C[C@@H]1C[C@H]2[C@@H]3CCC4=CC(=O)C=C[C@]4(C)[C@@]3(F)[C@@H](O)C[C@]2(C)[C@@]1(O)C(=O)COC(=O)c1ccncc1
→ 28.7%[57.5 µM] | -4.7%[53.3 µM]
> CC[C@H]1OC(=O)[C@H](C)[C@@H](O[C@H]2C[C@@](C)(OC)[C@@H](O)[C@H](C)O2)[C@H](C)[C@@H](O[C@@H]2O[C@H](C)C[C@H](N(C)C)[C@@H]2O)[C@](C)(O)C[C@@H](C)CN(C)[C@H](C)[C@@H](O)[C@]1(C)O
→ ? | -10.7%[53.3 µM]
> Cc1ncc([N+](=O)[O-])n1CCO
→ 32.7%&34.8%[57.5 µM] | -8.7%&-2.6%[53.3 µM]
> COCCc1ccc(OCC2CO2)cc1 (stereo unspecified)
→ 26.9%[57.5 µM] | -0.3%[53.3 µM]
> COc1cccc2c1CCC[C@H]2CN(C)CCc1ccc2ccoc2c1
→ 23.1%[57.5 µM] | 1.7%
> O=C(/C=C/c1c(C(=O)O)[nH]c2cc(Cl)cc(Cl)c12)Nc1ccccc1
→ 2.1%[57.5 µM] | -15.8%
> O=C(N/N=C/c1ccc(O)c(O)c1)c1cc2ccccc2cc1O
→ 3.3%[12.6 µM] | -17.2%[20.6 µM]
> COc1cc([C@H]2c3cc(O)c(OC)cc3C[C@@H](CO[C@@H]3O[C@H](CO)[C@@H](O)[C@H](O)[C@H]3O)[C@@H]2CO)ccc1O
→ 11.2%[29.8 µM] | 0.0%[53.3 µM]
> Fc1ccc(-c2nc3n(c2-c2ccncc2)CCS3)cc1
→ 3.4% | -1.4%
> C[N+]1(CC2COC(c3ccccc3)(C3CCCCC3)O2)CCCCC1 (stereo unspecified)
→ 15.8µM* | -0.6%[53.3 µM]

The list continues:
Sequence of screens: NTMT1 inh | FH mod
> O=C(O)c1cc2cccc([N+](=O)[O-])c2[nH]1
→ -7.7%[57.5 µM] | -1.2%
> COc1c(-c2ccc3cc(NS(C)(=O)=O)ccc3c2)cc(-n2ccc(=O)[nH]c2=O)cc1C(C)(C)C
→ ? | -24.3%
> Cn1c([N+](=O)[O-])cnc1COC(N)=O
→ -12.7%[57.5 µM] | 5.8%[53.3 µM]
> OCc1cc(C(O)CNCCCCCCOCCCCc2ccccc2)ccc1O (stereo unspecified)
→ ? | ?
> Cc1cc(C)c(S(=O)(=O)n2cc(C)cc2C)c(C)c1
→ 4.8%[57.5 µM] | 8.6%
> CCC(C)/C=C(C)/C=C/C1=CC2=C(Cl)C(=O)C(C)(OC(C)=O)C(=O)C2=CN1C1CCCCN(C(CCC(N)=O)C(=O)O)C1=O (stereo unspecified)
→ 0.5%[12.6 µM] | 10.3%[20.6 µM]
> CCC(C)C1NC(=O)C2CCCN2C(=O)C(NC(C)=O)C(C)OC(=O)C(Cc2ccc(OC)cc2)N(C)C(=O)C2CCCN2C(=O)C(C(C)C)NC1=O (stereo unspecified)
→ -1.0%[12.6 µM] | 0.3%[20.6 µM]
> C=C(C(=O)O)C1CC(O)C2(C)CCCC(=C)C2C1 (stereo unspecified)
→ 5.2%[57.5 µM] | -22.6%
> C=CC(=O)Nc1cc(-n2c(=O)ccc3cnc4ccc(-c5ccc(NS(C)(=O)=O)cc5)cc4c32)ccc1C
→ ? | ?
> CNCc1ccc(-c2cc(-c3nc(-c4ccc(S(=O)(=O)C(C)C)cc4)cnc3N)on2)cc1
→ ? | 3.4%
> O=C1NC(=O)/C(=C/c2cccc(C(F)(F)F)c2)S1
→ ? | ?
> CC1=C[C@H](O)[C@H]2C(C)(C)CCC[C@]2(C)[C@@]1(O)CO
→ 12.4%[57.5 µM] | 0.5%
> Cc1nnc(C(C)C)n1C1CC2CCC(C1)N2CCC(NC(=O)C1CCC(F)(F)CC1)c1ccccc1 (stereo unspecified)
→ 7.4%[57.5 µM] | 8.3%
> CC[C@@H]1C(=O)O[C@]23C=C[C@@H]4C(C(=O)OC)=CO[C@H](O[C@@H]12)[C@@H]43
→ ? | -9.5%
> CC(=O)OC/C(=C/C(=O)O)CC[C@@H]1C(C=O)=CC[C@@H]2C(C)(C)CCC[C@@]12C
→ -8.5%[29.8 µM] | -0.7%[53.3 µM]
> O=C(NCCN1CCOCC1)c1cc2c(Oc3ccc(NC(=O)C4(C(=O)Nc5ccc(F)cc5)CC4)cc3)ccnc2[nH]1
→ 7.5%[57.5 µM] | 0.5%
> C=CC(C)(O)CC/C=C(\C)COC1O[C@H](CO)[C@@H](O)[C@H](O)[C@H]1O (stereo partly specified)
→ ? | -25.0%[53.3 µM]
> COc1cc(O)c2c(c1)C1OC1C[C@H](O)[C@H](O)C(=O)C=CC[C@H](C)OC2=O (stereo partly specified)
→ ? | -4.4%[53.3 µM]
> NC(=O)NS(=O)(=O)c1ccc(N)cc1
→ 38.5%[activator][57.5 µM] | -3.6%[53.3 µM]
> C[C@@H]1O[C@@H](O[C@H]2[C@H](OC(=O)[C@]34CCC(C)(C)C[C@H]3C3=CCC5[C@@]6(C)C[C@@H](O)[C@@H](O[C@@H]7O[C@H](CO)[C@@H](O)[C@H](O)[C@H]7O)[C@@](C)(CO)C6[C@H](O)C[C@@]5(C)[C@]3(C)CC4)OC[C@H](O)[C@@H]2O)[C@H](O)[C@H](O[C@@H]2OC[C@](O)(CO)[C@H]2O)[C@H]1O[C@@H]1OC[C@@H](O)[C@H](O[C@H]2O[C@H](C)[C@@H](O)[C@H](O)[C@@H]2O)[C@H]1O (stereo partly specified)
→ -8.3%[6.45 µM] | 1.9%[13.5 µM]

Other structures:
Sequence of screens: NTMT1 inh | FH mod
> CC1CCC2C(C(=O)O)=CC3C(O)C(C)(C)CC123 (stereo unspecified)
→ -1.1%[57.5 µM] | 3.3%
> O=C(/C=C/c1ccccc1)NCCO
→ 23.9%[57.5 µM] | -21.6%[53.3 µM]
> CC1(C)C2CC(OC3OC(COC4OCC(O)(CO)C4O)C(O)C(O)C3O)C1(C)CC2O (stereo unspecified)
→ 5.2%[29.8 µM] | ?
> CC(C)CC1NC(=O)C(C)NC(=O)C(CC(C)C)OC(=O)CCCNC1=O (stereo unspecified)
→ 10.7%[29.8 µM] | 5.5%[53.3 µM]
> O=C1NCN(c2ccccc2)C12CCN(CCCC(c1ccc(F)cc1)c1ccc(F)cc1)CC2
→ 14.6%[57.5 µM] | ?
> c1ccc(-c2oc3ncnc(NC[C@@H]4CCCO4)c3c2-c2ccccc2)cc1
→ 10µM* | -0.2%
> C[C@H]1[C@@H](O)[C@H](O)C2[C@]3(C)C([C@@H](O)[C@H]4OC(=O)[C@@H]1[C@@]24C)[C@](C)(O)C=C[C@H]3O[C@@H]1O[C@H](CO)[C@@H](O)[C@H](O)[C@H]1O (stereo partly specified)
→ 3.6%[29.8 µM] | -1.2%[53.3 µM]
> Cc1cc(C2CCCCC2)n(O)c(=O)c1
→ ? | 12.7%[53.3 µM]
> O=C(c1ccco1)N1CCNCC1
→ 14.7%[57.5 µM] | 4.0%[53.3 µM]
> CC(=O)c1c(C)cc(O)cc1O[C@@H]1O[C@H](CO)[C@@H](O)[C@H](O)[C@H]1O
→ -9.7%[29.8 µM] | -2.5%[53.3 µM]
> CC(NC(=O)CC(=O)O)c1nc2ccccc2c(=O)[nH]1 (stereo unspecified)
→ 10.7%[57.5 µM] | -2.0%
> CCN(CC)Cc1ccc2cc(COC(=O)Nc3ccc(C(=O)NO)cc3)ccc2c1
→ -13.8% | -6.1%[53.3 µM]
> COc1cc(C2OCC3(O)C(c4ccc(O[C@@H]5O[C@H](CO)[C@@H](O)[C@H](O)[C@H]5O)c(OC)c4)OCC23O)ccc1O (stereo partly specified)
→ 4.9%[29.8 µM] | -1.2%[53.3 µM]
> CC1=CC(=O)CC(C)(C)C1/C=C/C(C)O[C@@H]1O[C@H](CO)[C@@H](O)[C@H](O)[C@H]1O[C@@H]1OC[C@](O)(CO)[C@H]1O (stereo partly specified)
→ 17.4%[29.8 µM] | 2.3%[53.3 µM]
> COc1cc2nc(N3CCCN(C)CC3)nc(NC3CCN(Cc4ccccc4)CC3)c2cc1OC
→ ? | ?
> COc1cc(Nc2nc3ccccc3nc2NS(=O)(=O)c2ccc(NC(=O)c3ccc(C)c(OC)c3)cc2)cc(OC)c1
→ 25.0% | ?
> C=CCc1ccc(O[C@@H]2O[C@H](CO[C@@H]3O[C@@H](C)[C@H](O)[C@@H](O)[C@H]3O)[C@@H](O)[C@H](O)[C@H]2O)cc1
→ -4.7%[29.8 µM] | 6.6%[53.3 µM]
> CC(=O)C1=C(O)C=C2Oc3c(C(C)=O)c(O)c(C)c(O)c3C2(C)C1=O (stereo unspecified)
→ ? | -2.9%[53.3 µM]

2 entries from above, with tabs:
SMILES	NTMT1 inh	FH mod
CC1(C)C2CC(OC3OC(COC4OCC(O)(CO)C4O)C(O)C(O)C3O)C1(C)CC2O (stereo unspecified)	5.2%[29.8 µM]	?
CC(C)CC1NC(=O)C(C)NC(=O)C(CC(C)C)OC(=O)CCCNC1=O (stereo unspecified)	10.7%[29.8 µM]	5.5%[53.3 µM]

High-throughput results as filed in PubChem BioAssay.
